AMA1 RON2 block: qHTS for Inhibitors of AMA1-RON; Towards Development of Antimalarial Drug Lead: Primary Screen; Plasmodium falciparum AMA1 (3D7) - RON2 peptide interaction; AlphaScreen AMA1-biotinylated RON2 peptide binding; Potency, µM (highest dose often 58.2 µM), for inactives: top-dose activity change, negative = inhibition, actives largely listed as inhibitors; 360,000 compounds, 0.2% hits;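 also: potency is read from the fitted curve at half-maximal effect; 0% = vehicle wells and -100% = peptide control; nearly all actives have a fitted effect of over 45% in size; some results filed as inactive show a strong effect at the top dose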
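AMA1 (3D7) with his tag at 25 nM final met compounds first, then biotinylated RON2 peptide at 25 nM; detection used donor plus acceptor beads, 10 µg/mL apiece, read by AlphaScreen after 30 min at room temperature.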
Tb PYK inh: qHTS of Trypanosoma Brucei Inhibitors. pyruvate kinase (Trypanosoma brucei), Q57TT1. TbPYK enzyme, Kinase-Glo Plus ATP luminescence, 45 min. Potency, µM (series often up to 76.8 µM), inactives show at the highest dose activity, negative = inhibition, actives largely listed as inhibitors. 410,000 compounds, 0.12% hits. AID 624173, 2012; also: potency is read from the fitted curve at half-maximal effect; nearly all actives have a fitted effect of over 50% in size
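TbPYK + substrate in 50 mM TEA pH 7.2, 100 mM KCl, 10 mM MgCl2, 0.05% BSA, 0.01% Tween-20; cpd pinned; ADP 130 uM final; 45 min RT; Kinase-Glo Plus 10 min; luminescence endpoint.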
HCV inhibitor: qHTS Assay for Inhibitors of Hepatitis C Virus (HCV); Huh7.5.1 HCVcc-Cre infection, luciferase reporter, 44 h; Potency, µM (doses to about 41.8 µM), inactives show at the top dose activity change, negative = inhibition, hits mostly inhibitors; AID 651820, 2012; 340,000 compounds, 3.4% hits; also: potency is read from the fitted curve at half-maximal effect
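A cell-based infection assay in which seeded cells (1,000 per well) receive test compound after 4 h, are inoculated with HCVcc-Cre at approximately 0.5 moi, and are incubated 44 h before luminescence detection.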
AmpC inh detg: qHTS Inhibitors of AmpC Beta-Lactamase (assay with detergent) | Potency, µM (highest dose often 114 µM), for inactives: at the highest dose activity change, negative = inhibition, actives largely listed as inhibitors | P00811 | 370,000 compounds, 0.041% hits | AmpC hydrolysis of nitrocefin, absorbance 480 nm, 0.01% Triton;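 also: potency is read from the fitted curve at half-maximal effect; 0% = no-compound wells and -100% = no-enzyme wells; nearly all actives have a fitted effect of over 25% in size; some results filed as inactive show a strong effect at the top dose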
Target sequence (P00811 whole entry, looked up): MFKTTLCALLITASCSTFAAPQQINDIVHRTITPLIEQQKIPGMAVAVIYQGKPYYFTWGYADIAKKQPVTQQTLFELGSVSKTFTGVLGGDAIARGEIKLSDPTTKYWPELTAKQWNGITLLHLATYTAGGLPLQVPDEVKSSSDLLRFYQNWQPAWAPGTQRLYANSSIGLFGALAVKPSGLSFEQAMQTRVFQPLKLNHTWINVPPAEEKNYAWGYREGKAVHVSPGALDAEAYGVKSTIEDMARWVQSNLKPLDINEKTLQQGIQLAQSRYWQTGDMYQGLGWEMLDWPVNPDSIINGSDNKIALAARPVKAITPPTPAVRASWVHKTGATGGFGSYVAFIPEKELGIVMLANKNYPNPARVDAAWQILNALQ
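20 mM phosphate pH 7.0 + 0.01% (detergent screen) or 0.0001% Triton X-100; 5.3 nM AmpC reagent; cpd preinc 15 min RT; nitrocefin (800 uM stock) to start; A480 q20 s × 4 min; Activity was normalised to no-enzyme and no-compound control wells.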
AmpC inh no detg: qHTS Inhibitors of AmpC Beta-Lactamase (assay without detergent); Potency, µM (titrated, usually from 57.1 µM), for the others: top-dose activity change, negative = inhibition, most hits filed as inhibitors; AmpC nitrocefin hydrolysis, absorbance 480 nm, 0.0001% Triton; 330,000 compounds, 0.52% hits; P00811;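 also: potency is read from the fitted curve at half-maximal effect; plate controls were no compound for no effect and no enzyme for full effect; nearly all actives have a fitted effect of over 20% in size; some results filed as inactive show a strong effect at the top dose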
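20 mM phosphate pH 7.0 + 0.01% (detergent screen) or 0.0001% Triton X-100; 5.3 nM AmpC reagent; cpd preinc 15 min RT; nitrocefin (800 uM stock) to start; A480 q20 s × 4 min; Activity was normalised to no-enzyme and no-compound control wells.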
HCMV antiviral: qHTS Assay for inhibitors of the human cytomegalovirus (HCMV) | HFF cells, HCMV-luciferase reporter, 72 h; hits give low values | activity change, negative = inhibition, % at 57.5 µM | 410,000 compounds, 4.5% hits; in the data active = activity change below about -60%; inconclusive = no clear call, values can overlap the other calls; inactive = above about -39%
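Two compound doses tested in HFFs infected with HCMV-luciferase, MOI 1 PFU/cell, 72 h at 37C. Lysate luminescence read with OneGlo; data normalized against buffer-only and 10uM Salinomycin inhibitor controls.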
LmPK inhibitor: qHTS Assay for Inhibitors of Leishmania Mexicana Pyruvate Kinase (LmPK); Q27686; purified LmPK, Kinase-Glo ATP luminescence, 1 h; Potency, µM (series often up to 57.5 µM), for the others: at the top dose activity change, negative = inhibition, hits mostly inhibitors; 290,000 compounds, 0.37% hits; also: potency is read from the fitted curve at half-maximal effect
Target sequence (Q27686 whole entry, looked up): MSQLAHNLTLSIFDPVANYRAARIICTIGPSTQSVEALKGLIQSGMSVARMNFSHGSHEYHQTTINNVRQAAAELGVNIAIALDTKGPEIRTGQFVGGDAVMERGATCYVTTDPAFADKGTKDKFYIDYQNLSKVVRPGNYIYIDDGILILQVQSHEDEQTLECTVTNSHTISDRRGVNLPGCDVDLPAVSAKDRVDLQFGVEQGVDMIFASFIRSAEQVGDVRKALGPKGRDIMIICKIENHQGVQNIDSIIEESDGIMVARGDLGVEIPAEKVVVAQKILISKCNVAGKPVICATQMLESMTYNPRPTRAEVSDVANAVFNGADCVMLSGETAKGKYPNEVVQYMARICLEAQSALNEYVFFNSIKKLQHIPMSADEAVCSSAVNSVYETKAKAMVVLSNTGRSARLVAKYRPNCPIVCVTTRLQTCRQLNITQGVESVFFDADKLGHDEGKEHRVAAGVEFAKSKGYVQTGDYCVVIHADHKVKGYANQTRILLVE
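Purified LmPK (0.1 nM) converted ADP (0.1 mM) to ATP with PEP (0.5 mM) in imidazole buffer pH 7.2 with KCl and MgCl2, 1 h at room temperature. ATP was read by Kinase-Glo luminescence; data normalized to uninhibited and no-enzyme controls.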
* = called active by the depositor; ? = inconclusive; . = no result given; [ ] = remark or other dose. Unless noted, calls follow the shape of the dose curve; as a rule, active = well fitted curve in the direction sought with a large enough effect; inconclusive = small, poorly fitted or top-dose-only effect, or another doubt; inactive = no such curve, though single readings can be large; an effect the other way counts as inactive or inconclusive. Unless noted, % is scaled to controls: 0 for no effect and ±100 for the full control effect. Outcome played no part in choosing rows, and some 7.5% of all compounds hit somewhere here.

SMILES	AMA1 RON2 block	Tb PYK inh	HCV inhibitor	AmpC inh detg	AmpC inh no detg	HCMV antiviral	LmPK inhibitor
CCCN(C(=O)Cn1ncc2c1-c1ccccc1OC2)c1cccc(C)c1	.	1%	.	1%	.	5	.
CC(=O)N(C(C)=O)c1c(N2CCOCC2)c2ccccc2oc1=O	-1%	1%	?	2%	-21%	11	-13%
CCc1ccc(NC(=O)CCCNC(=O)Cn2cnc3sc(C)c(C)c3c2=O)cc1	5%	-3%	-13%	?	3%	-22	-1%
O=C(COC(=O)c1ccccc1Br)NC(=O)NCc1ccccc1	-3%	-14%	-7%	.	-23%	?	.
N=c1n(CCc2ccccc2)c2ccccc2n1Cc1ccccc1F	0%	-1%	13µM*	-11%	8%	-71*	0%
OCC1CN1C1CCCCC1 (stereo unspecified)	26%	-2%	14%	.	.	24	.
CCC(NC(=O)c1ccccc1NC(=O)c1ccccc1)C(=O)OC (stereo unspecified)	0%	7%	-6%	-3%	-18%	-27	4%
COc1ccc(/C=C2\CCn3c2nc2ccccc2c3=O)cc1OC	3%	-1%	-17%	-14%	-17%	.	-2%
Cc1cc(C)n(C(=O)C23CC4CC(CC(C4)C2)C3)n1	.	.	2%	-13%	-20%	.	-5%
COc1ccc(C2CC(c3ccc([N+](=O)[O-])cc3)=NN2C(=O)c2ccccc2)cc1OC (stereo unspecified)	?	-8%	-4%	0%	4%	-27	1%
COc1ccccc1NC(=O)CSCc1cc(=O)c2c(C)cc(C)cc2[nH]1	.	4%	.	12%	.	9	.
CC(=O)Nc1c(C)nn(-c2ccc([N+](=O)[O-])cc2)c1C	-6%	4%	-30%	1%	19%	3	-3%
CN(C)c1ccc(C=c2c3cc(O)ccc3n3c2cc(-c2ccccc2)[n+]3C)cc1	14µM*	-17%	?	.	.	-101*	.
CSC(SC)=C(C(C)=O)C(=O)c1ccc(C)cc1	-15%	2%	35%[activator]	?	-15%	-4	-4%
CCOc1ccc(C2CC(c3cccc(C)c3)n3nc(N)nc3N2)cc1 (stereo unspecified)	18%	-3%	2%	?	-40%	-6	6%
COc1ccc(C(CNC(=O)c2cc3ccccc3cc2O)N2CCOCC2)cc1 (stereo unspecified)	-13%	-7%	3%	-16%	?	2	.
c1ccc(-n2cnc3ccccc32)cc1	-8%	0%	-1%	-4%	-10%	-93*	-2%
CCOc1cc(/C=N/n2cnnc2)ccc1O	-2%	-1%	4%	2%	-6%	72	2%
COc1ccccc1C(=O)NCC(=O)n1nc(C)cc1C	-2%	6%	4%	?	0%	-3	-3%
CN1Cc2cccnc2N(C)Cc2cc(Cl)ccc21	-26%	1%	?	-13%	-12%	?	3%
N#Cc1ccc(OCC(=O)OCC(=O)c2ccc[nH]2)cc1	-2%	0%	7%	3%	3%	-12	.
CCCN(CC(=O)Nc1ccccc1OC)C(=O)c1cc2ccccc2o1	5%	-3%	-6%	7%	-21%	14	-4%
CCOC(=O)C1(c2ccccc2)CCN(Cc2cccc(C(=O)O)c2)CC1	13%	3%	19%	10%	0%	-8	2%
O=C(CSc1ncnc2c1oc1ccccc12)N1CCN(c2ccccc2)CC1	-10%	.	-23%	.	.	37	.
COc1cccc(C(=O)c2c[nH]c(C(=O)NCCCN3CCOCC3)c2)c1	3%	-11%	6%	9%	-1%	0	0%

New compounds follow.
SMILES	AMA1 RON2 block	Tb PYK inh	HCV inhibitor	AmpC inh detg	AmpC inh no detg	HCMV antiviral	LmPK inhibitor
CCc1nc2c(c(=O)[nH]1)C(CC)(CC)Cc1ccccc1-2	-14%	-1%	28%	4%	-5%	4	1%
Cc1cc(C)c(C(=O)C(C)OC(=O)c2ccccn2)cc1C (stereo unspecified)	40%[activator]	-6%	11%	0%	3%	0	-5%
O=C(NCCSCc1ccco1)Nc1ccccc1	-1%	-3%	7%	-3%	?	29	3%
O=C(NC(N1CCOCC1)C(Cl)(Cl)Cl)c1ccc(F)cc1 (stereo unspecified)	6%	-13%	-1%	-4%	-10%	7	1%
Cc1ccc(S(=O)(=O)Nc2nc(C)cc(NCCN)n2)cc1	6%	3%	-4%	?	-17%	?	3%
COc1ccc(N(CC(=O)N2CCc3ccccc32)S(=O)(=O)c2c(C)nn(C)c2C)cc1	-9%	-4%	-11%	?	23%	0	1%
OCCN=C(c1ccccc1)C12CN3CN(CN(C3)C1)C2	4%	1%	33%[activator]	-14%	-18%	-7	-4%
CCc1noc(C)c1C(=O)N1CCSC1=Nc1cccc(Cl)c1C	1%	-2%	-23%	1%	-5%	-82*	-5%
COCCNC(=O)C(=O)N/N=C(\C)CC(=O)Nc1cccc(C(F)(F)F)c1	84%[activator]	-1%	5%	-14%	140%	-32	7%
Cc1ccc(C)c(NCC(=O)c2ccc(Cl)cc2)c1	-3%	-1%	-23%	4%	-22%	-39	-1%
COc1ccc(NC(=O)c2cccc(C(=O)Nc3ccc(OC)cc3)n2)cc1	.	.	.	4%	-13%	-23	-2%
CCN1CCC[C@H]1CNCCCn1cnc2c(SC)ncnc21	3%	7%	.	.	.	?	.
COc1ccccc1-n1c(C)nc2cc(C(=O)O)ccc21	8%	-5%	-2%	4%	-29%	-14	-5%
CCCCOc1ccc(C(=O)NCC(=O)NCCOc2ccccc2)cc1	-5%	4%	-13%	?	35µM*	24	.
COc1ccc(CCNS(=O)(=O)c2ccc3c(c2)OCCO3)cc1	27%	-2%	8%	-5%	-22%	14	-7%
Cc1ccc(C)c(NC(=O)C2CCCN(c3ncnc4onc(C)c34)C2)c1 (stereo unspecified)	.	1%	.	3%	.	11	.
CCOc1ccccc1NC(=O)C1C2C=CC(C2)C1C(=O)O (stereo unspecified)	-3%	19%	10%	-1%	-24%	-21	-9%
CC1C(=O)N2CCCc3cc(S(=O)(=O)Nc4ccc(Br)cc4F)cc1c32 (stereo unspecified)	.	0%	.	0%	.	6	.
COc1ccc(NC(=O)CCc2nc3ccccc3s2)c(OC)c1	37%[activator]	1%	-21%	0%	-9%	-27	5%
CC1CCN(c2nnc(-c3cccs3)c3ccccc23)CC1	-30%	6%	?	-9%	-14%	-66*	5%
CCOc1cccc(C2/C(=C(/O)c3ccc4c(c3)CC(C)O4)C(=O)C(=O)N2Cc2cccnc2)c1 (stereo unspecified)	-3%	1%	10%	2%	-27%	0	2%
O=C(Cc1ccc(NC(=O)C2CCCN(C(=O)C3CC3)C2)cc1)Nc1cccc(C(=O)N2CCCCC2)c1 (stereo unspecified)	9%	4%	-45%	.	.	14	.
N#Cc1ccccc1OCC(=O)NNC(=O)CNC(=O)c1cccc(Br)c1	120%[activator]	0%	15%	5%	-25%	-1	.
CCOC(=O)c1ccc(NC(=O)Nc2ccc(Cl)cn2)cc1	3%	-14%	19%	-6%	-27%	-2	-2%
N#C/C(=C\c1cn(CCOc2ccccc2)c2ccccc12)C(=O)NCC1CCCO1 (stereo unspecified)	-21%	-3%	?	-12%	64%[activator]	-9	4%

Complete entries from above.
O=C(COC(=O)c1ccccc1Br)NC(=O)NCc1ccccc1 is entered as AMA1 RON2 block: -3%; Tb PYK inh: -14%; HCV inhibitor: -7%; AmpC inh detg: .; AmpC inh no detg: -23%; HCMV antiviral: ?; LmPK inhibitor: .
COc1ccc(C2CC(c3ccc([N+](=O)[O-])cc3)=NN2C(=O)c2ccccc2)cc1OC (stereo unspecified) is entered as AMA1 RON2 block: ?; Tb PYK inh: -8%; HCV inhibitor: -4%; AmpC inh detg: 0%; AmpC inh no detg: 4%; HCMV antiviral: -27; LmPK inhibitor: 1%
N#C/C(=C\c1cn(CCOc2ccccc2)c2ccccc12)C(=O)NCC1CCCO1 (stereo unspecified) is entered as AMA1 RON2 block: -21%; Tb PYK inh: -3%; HCV inhibitor: ?; AmpC inh detg: -12%; AmpC inh no detg: 64%[activator]; HCMV antiviral: -9; LmPK inhibitor: 4%

(more compounds)
SMILES	AMA1 RON2 block	Tb PYK inh	HCV inhibitor	AmpC inh detg	AmpC inh no detg	HCMV antiviral	LmPK inhibitor
O=C(NCCc1ccc(Cl)cc1)c1cnc2sc(N3CCCC3)nn2c1=O	.	-13%	.	2%	.	39	.
O=C(NNS(=O)(=O)c1ccccc1)C1CCN(S(=O)(=O)c2ccccc2)CC1	10%	-12%	7%	1%	-23%	-7	2%
CC(/C=N/Nc1ncc(C)c(=O)[nH]1)=C\c1ccccc1	29%	4%	0%	4%	-28%	42	5%
O=C(COc1ccc([N+](=O)[O-])cc1)NC(=O)NC1CCS(=O)(=O)C1 (stereo unspecified)	-3%	-1%	1%	-18%	-14%	-27	.
CCOC(=O)C(C)n1cnc2c(nnn2Cc2ccc(Cl)cc2)c1=O (stereo unspecified)	6%	-4%	-10%	?	-4%	-2	-8%
CN(/C=C/C(=C/C=[N+](C)c1ccccc1)OCCCS(=O)(=O)[O-])c1ccccc1	-15%	-1%	7%	2%	-2%	2	-4%
CCOC(=O)c1cccc(NC(=O)C2CCN(c3ncnc4c3nc3n4CCCCC3)CC2)c1	1%	5%	?	?	23%	4	2%
COc1ccccc1N1CCN(Cc2cc(COC(C)C)c3cccnc3c2O)CC1	.	6%	.	17%	.	-85*	.
N#C/C(=C\c1ccc(O)c(O)c1)C(=O)NCc1ccccc1	36%[activator]	0%	?	1%	-10%	45	.
CN(C(=O)c1ccccc1)C1c2c(ccc3ccccc23)OCC1CO (stereo unspecified)	-9%	-4%	0%	-2%	-15%	?	4%
O=C(CCn1c(=O)c2cccn2c2ccc(F)cc21)NCc1cccc(F)c1	-12%	-1%	?	-2%	-54%	-30	1%
Cc1cc(NS(=O)(=O)c2ccc(NC(=O)C(C(C)C)N3C(=O)c4ccccc4C3=O)cc2)nc(C)n1 (stereo unspecified)	-4%	-7%	10%	?	-6%	-27	5%
Cc1ccc2cc(CCNC(=O)CCCc3ccccc3)c(=O)[nH]c2c1	2%	1%	10%	-7%	98%[activator]	19	-11%
O=C(Nc1nccs1)c1cccc(NC(=O)C2CC2)c1	4%	8%	-6%	4%	-30%	-24	6%
COc1ccc2c(c1)CCc1sc(NC(=O)c3ccc(Br)cc3)nc1-2	.	2%	.	14%	.	-25	.
Cc1ccccc1NC(=O)[C@H](CSCc1ccccc1)N1Cc2ccccc2C1=O	.	2%	.	5%	.	-23	.
O=C(NC(=S)N1CCc2ccccc21)C1CCC1	44%[activator]	-2%	-1%	1%	-8%	-6	3%

Screens deposited in PubChem by National Center for Advancing Translational Sciences (NCATS).
